TEAD-YAP inh – TEAD-YAP interaction inhibition; HEK-TIYL cells, TEAD-Gal4/YAP UAS-luciferase luminescence; inhibition, % at 9.12 µM; hit rate 1.4% among 640,000; in the data active means inhibition above about 32%;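 further: 0% = median of test compound wells and 100% = reference inhibitor wells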
GPR151 ag – human GPR151 activation | Q8TDV0 | activation, % at 11.2 µM | PathHunter beta-arrestin GPR151 cells, luminescence | AID 1508602 | hit rate 1% among 650,000; in the data active means activation above about 4.9%;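 further: 0% = median of compound wells and 100% = cells with positive control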
MITF primary – human MITF inhibition, primary screen; AlphaScreen MITF homodimerization, bead proximity signal; O75030; hit rate 0.91% among 650,000; AID 1259374; inhibition, % at 2.6 µM; in the data active means inhibition above about 50%;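 further: 0% = vehicle wells with protein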
FBW7 activator – activators of human E3 ligase FBW7; AID 1259310; Q969H0; normalized activity (activation), % at 26.1 µM; hit rate 0.13% among 650,000; AlphaScreen FBW7–phospho-cyclin E peptide binding, activator screen; in the data active means normalized activity above about 1.9%;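 further: purified mutant Fbw7 with reduced substrate affinity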
Target sequence (Q969H0 whole entry, looked up): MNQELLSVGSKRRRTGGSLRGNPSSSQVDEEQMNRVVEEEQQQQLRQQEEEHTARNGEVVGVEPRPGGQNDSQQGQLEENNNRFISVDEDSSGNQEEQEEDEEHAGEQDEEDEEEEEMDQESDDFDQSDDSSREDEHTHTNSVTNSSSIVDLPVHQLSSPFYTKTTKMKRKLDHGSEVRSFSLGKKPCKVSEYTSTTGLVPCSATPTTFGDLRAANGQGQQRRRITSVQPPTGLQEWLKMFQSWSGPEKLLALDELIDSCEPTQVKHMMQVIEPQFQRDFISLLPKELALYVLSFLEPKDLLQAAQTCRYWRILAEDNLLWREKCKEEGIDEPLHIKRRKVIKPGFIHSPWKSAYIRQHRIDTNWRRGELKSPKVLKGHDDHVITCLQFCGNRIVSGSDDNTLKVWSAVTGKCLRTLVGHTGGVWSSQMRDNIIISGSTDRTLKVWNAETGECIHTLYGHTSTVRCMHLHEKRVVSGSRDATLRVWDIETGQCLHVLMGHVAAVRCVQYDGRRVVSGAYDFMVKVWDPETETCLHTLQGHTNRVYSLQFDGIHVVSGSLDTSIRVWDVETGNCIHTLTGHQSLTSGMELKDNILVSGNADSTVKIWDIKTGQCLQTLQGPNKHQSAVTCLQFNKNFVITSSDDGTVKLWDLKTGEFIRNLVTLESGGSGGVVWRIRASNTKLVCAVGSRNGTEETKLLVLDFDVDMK
Active calls of the source: *; / = not tested or not shown.

The opening 23 compounds (preview)
SMILES	TEAD-YAP inh	GPR151 ag	MITF primary	FBW7 activator
O=C(Cc1ccc(Cl)cc1)NC1CCSC1=O (stereo not given)	0	1.6	1	-0.3
Cc1ccccc1S(=O)(=O)NC(CC(=O)O)c1ccccc1 (stereo not given)	5	0.0	0	0.0
Cc1ccc(NC2OC(C)C(O)C(O)C2O)cc1C (stereo not given)	11	-1.9	4	2.5*
O=C(NNc1nc(N2CCOCC2)nc(N2CCOCC2)n1)Nc1ccc(Cl)c(Cl)c1	0	0.3	-2	0.1
COc1ccccc1C(=O)N/C(=C\c1ccc2c(c1)OCO2)C(=O)NC(CC(C)C)C(=O)O (stereo not given)	-1	0.4	10	0.3
Cc1ccc2ccccc2c1COC(=O)CC(CC(N)=O)c1ccccc1 (stereo not given)	4	-0.9	-2	0.1
Cc1c(Br)c(=O)oc2cc(O)ccc12	2	1.7	18	0.0
COC(=O)C1CCN(C(=O)CC2C(=O)NCCN2Cc2ccc(-c3ccccc3)cc2)CC1 (stereo not given)	9	-0.1	-3	0.1
CCOc1ccc(C(=O)Nc2ccc3oc(-c4cccc5ccccc45)nc3c2)cc1	2	0.7	3	0.4
CCC(C)NC(=O)c1cnn2c(C(F)F)cc(-c3ccccc3)nc12 (stereo not given)	-11	1.3	11	0.6
O=S(=O)(Nc1cccc(Br)c1)c1cc(Cl)ccc1Cl	-6	-0.1	-5	-0.1
CCOc1ccccc1Oc1coc2cc(OS(C)(=O)=O)ccc2c1=O	-19	-0.9	8	0.0
O=C(CSc1n[nH]c(-c2ccco2)n1)Nc1ccccc1F	2	-0.1	8	0.0
O=C(CSc1nnc(-c2cccs2)n1CC1CCCO1)N1CCCC1 (stereo not given)	9	3.1	7	0.1
COc1cccc(C(=O)Oc2cc(=O)oc3ccccc23)c1	-2	-0.5	-2	-0.1
O=C(O)CC/C(=N/NC(=O)c1ccc(COc2ccccc2)cc1)C(=O)O	-3	-1.9	7	-0.2
CN(C)CCOC(=O)c1cccc(Cl)c1	7	0.4	6	0.0
O=[N+]([O-])c1c(NCCO)cc(Nc2ccc3c(c2)OCO3)c2nonc12	-11	-0.8	20	0.5
Cc1ccc(C2C(C#N)=C(N)Oc3n[nH]c(-c4ccc(F)cc4)c32)o1 (stereo not given)	1	1.4	1	-0.1
CCOc1ccc2nc(N3CCC(N(C)Cc4nonc4C)CC3)nc(C)c2c1	-5	1.1	-21	1.0
OC(CNc1ccc(F)c(Cl)c1)Cn1nnnc1-c1ccccc1 (stereo not given)	7	-0.1	1	0.4
COc1ccc(N(CC(=O)Nc2c(F)cccc2F)S(C)(=O)=O)cc1Cl	0	0.6	9	-0.1
Cc1ccc(C(=O)NCCc2cccc(Cl)c2)cc1[N+](=O)[O-]	-41	1.2	-5	-0.1

The listing, repeating the preview:
SMILES	TEAD-YAP inh	GPR151 ag	MITF primary	FBW7 activator
O=C(Cc1ccc(Cl)cc1)NC1CCSC1=O (stereo not given)	0	1.6	1	-0.3
Cc1ccccc1S(=O)(=O)NC(CC(=O)O)c1ccccc1 (stereo not given)	5	0.0	0	0.0
Cc1ccc(NC2OC(C)C(O)C(O)C2O)cc1C (stereo not given)	11	-1.9	4	2.5*
O=C(NNc1nc(N2CCOCC2)nc(N2CCOCC2)n1)Nc1ccc(Cl)c(Cl)c1	0	0.3	-2	0.1
COc1ccccc1C(=O)N/C(=C\c1ccc2c(c1)OCO2)C(=O)NC(CC(C)C)C(=O)O (stereo not given)	-1	0.4	10	0.3
Cc1ccc2ccccc2c1COC(=O)CC(CC(N)=O)c1ccccc1 (stereo not given)	4	-0.9	-2	0.1
Cc1c(Br)c(=O)oc2cc(O)ccc12	2	1.7	18	0.0
COC(=O)C1CCN(C(=O)CC2C(=O)NCCN2Cc2ccc(-c3ccccc3)cc2)CC1 (stereo not given)	9	-0.1	-3	0.1
CCOc1ccc(C(=O)Nc2ccc3oc(-c4cccc5ccccc45)nc3c2)cc1	2	0.7	3	0.4
CCC(C)NC(=O)c1cnn2c(C(F)F)cc(-c3ccccc3)nc12 (stereo not given)	-11	1.3	11	0.6
O=S(=O)(Nc1cccc(Br)c1)c1cc(Cl)ccc1Cl	-6	-0.1	-5	-0.1
CCOc1ccccc1Oc1coc2cc(OS(C)(=O)=O)ccc2c1=O	-19	-0.9	8	0.0
O=C(CSc1n[nH]c(-c2ccco2)n1)Nc1ccccc1F	2	-0.1	8	0.0
O=C(CSc1nnc(-c2cccs2)n1CC1CCCO1)N1CCCC1 (stereo not given)	9	3.1	7	0.1
COc1cccc(C(=O)Oc2cc(=O)oc3ccccc23)c1	-2	-0.5	-2	-0.1
O=C(O)CC/C(=N/NC(=O)c1ccc(COc2ccccc2)cc1)C(=O)O	-3	-1.9	7	-0.2
CN(C)CCOC(=O)c1cccc(Cl)c1	7	0.4	6	0.0
O=[N+]([O-])c1c(NCCO)cc(Nc2ccc3c(c2)OCO3)c2nonc12	-11	-0.8	20	0.5
Cc1ccc(C2C(C#N)=C(N)Oc3n[nH]c(-c4ccc(F)cc4)c32)o1 (stereo not given)	1	1.4	1	-0.1
CCOc1ccc2nc(N3CCC(N(C)Cc4nonc4C)CC3)nc(C)c2c1	-5	1.1	-21	1.0
OC(CNc1ccc(F)c(Cl)c1)Cn1nnnc1-c1ccccc1 (stereo not given)	7	-0.1	1	0.4
COc1ccc(N(CC(=O)Nc2c(F)cccc2F)S(C)(=O)=O)cc1Cl	0	0.6	9	-0.1
Cc1ccc(C(=O)NCCc2cccc(Cl)c2)cc1[N+](=O)[O-]	-41	1.2	-5	-0.1
O=C(CCS(=O)(=O)c1ccccc1)Nc1cccc([N+](=O)[O-])c1	-22	-0.1	-7	-0.1
COC(=O)c1cccc(NC(=S)Nc2cccc(F)c2)c1	2	1.5	5	-0.2
COC(=O)c1cc(NC(=O)c2ccc([N+](=O)[O-])cc2)cc(C(=O)OC)c1	-4	0.4	-7	-0.1
Cc1ccc(-n2nc3c(c2NC(=O)COc2ccc4ccccc4c2)CSC3)c(C)c1	-19	-0.7	-2	-0.1
O=S(=O)(c1cc(Br)ccc1Br)N1CCOCC1	-10	0.2	2	0.2
O=[N+]([O-])c1ccccc1CN1CCN(C2CCCCC2)CC1	-5	0.9	64*	0.1
COCC(=O)Nc1ccc(C(C)=O)cc1	-33	0.4	2	0.1
COc1cccc2ccc(C3C(=O)c4ccccc4C3=O)nc12	-36	0.9	-1	0.1
COc1ccc(-c2cnc3[nH]c(=O)n([C@@H](CO)C(C)C)c3n2)c(OC)c1OC	-15	-0.3	-2	-0.2
CS(=O)(=O)c1cnc(-c2ccc(O)cc2)nc1-c1ccccc1	-1	0.1	13	0.0
NC(=O)c1cnc(Nc2ccc(N3CCOCC3)cc2)s1	2	-1.2	-1	0.0
OCCn1c(C(F)(F)F)nc2ccccc21	-20	-0.5	-11	-0.1
Cc1cc(C(=O)N/N=C/c2ccccc2OC(F)F)c2ccccc2n1	34*	0.2	8	0.6
CCOC(=O)N1CCN(C(=O)CCC2(CC)CCC(=O)N2)CC1 (stereo not given)	8	-1.2	2	0.0
CCOc1ccccc1N/C(SC)=C(/C#N)C(=O)NCc1cccs1	-12	-1.1	4	0.0
Cc1ccc(C2=N/C(=C\c3ccc(I)o3)C(=O)O2)cc1[N+](=O)[O-]	8	0.5	45	0.4
CCCNC(=O)Cn1cnc2sc(C(=O)Nc3ccc(C)cc3Br)c(C)c2c1=O	-5	0.1	3	0.1
CC1CCCCC1NS(=O)(=O)c1ccc(F)c(C(=O)Nc2ccc(Cl)cc2C(F)(F)F)c1 (stereo not given)	2	0.4	2	0.1
COc1nn(C)cc1-c1nnc(SCC(=O)N2CCC(C)CC2)n1C	12	-2.6	-9	0.0
Cc1ccc(-c2nnc(SCC(=O)NCCC(C)C)nc2-c2ccc(C)cc2)cc1	13	1.2	-6	-0.1
O=C(O)CCCN(Cc1ccccc1F)S(=O)(=O)c1ccc(Br)cc1	-5	0.0	-1	0.1
CN1CCCC(OC(=O)COc2ccccc2C#N)C1 (stereo not given)	9	2.5	-4	0.0
O=C(O)CCC(=O)Nc1ccc(-c2nc3ccc(C(=O)c4ccccc4)cc3[nH]2)cc1	-29	2.6	-1	0.9
COC(=O)Nc1sc2c(c1C(N)=O)CCCCCC2	-9	0.1	-8	0.0
Cn1c(SCC(=O)N/N=C/c2ccccc2)nc2ccccc21	7	0.1	-1	0.3
C[C@@H]1CN(C(=O)c2ccc(OC3CCN(Cc4ccccn4)CC3)cc2)C[C@H](C)O1	-2	-0.2	0	-0.1
CCc1ccc(S(=O)(=O)c2nnn3c2nc(NCc2ccco2)c2sccc23)cc1	-7	0.3	-3	0.1
N#Cc1cc(C(=O)c2cccs2)c(C(F)(F)F)nc1SCc1ccccc1	1	1.3	12	0.2
O=C1c2ccccc2C(Nc2ccc(Cl)cn2)N1c1cccnc1 (stereo not given)	9	0.9	7	-0.1
CC1=C(NCc2ccccc2)CCC1=O	7	6.0*	12	0.1
C/C(=N\NC(=O)Cc1cccc2ccccc12)c1ccccc1O	-4	0.1	0	-0.2
CC1CC(C)CN(c2ncnc3c2c(-c2ccccc2)cn3-c2cccc(Cl)c2)C1 (stereo not given)	0	-0.9	3	-0.1
CC(=O)CCc1ccc(Oc2ccc(C(F)(F)F)cn2)cc1	-35	-1.6	10	-0.2
COc1ccc([N+](=O)[O-])cc1NC(=O)CCN(CCO)Cc1ccccc1	6	0.4	12	0.1
CC(C)OCCCNC(=O)c1ccc(NC2=NC3CS(=O)(=O)CC3S2)cc1 (stereo not given)	-1	0.6	-11	-0.1
Cc1cc(C)c(NC(=O)Cn2nnc(C(=O)Nc3ccc(F)c(Cl)c3)c2N)c(C)c1	1	-0.6	-10	0.1
COc1ccc(C(=O)Cn2cnc3c(nnn3-c3cc(C)cc(C)c3)c2=O)cc1	3	1.0	-5	0.0

Later entries.
SMILES	TEAD-YAP inh	GPR151 ag	MITF primary	FBW7 activator
CCN1CCN(C(=O)c2ccccc2N(Cc2ccccc2)S(C)(=O)=O)CC1	0	-0.7	15	0.3
CC(C)C(NC(=O)C1CCCCC1)C(=O)N1CCN(c2ccc(F)cc2)CC1 (stereo not given)	14	0.9	5	0.6
O=C(O)CCC/C=C\C[C@@H]1[C@@H](/C=C/[C@@H](O)COc2cccc(Cl)c2)[C@H](O)C[C@@H]1O	/	0.4	-4	/
CC(=O)c1ccc(C(=O)N=c2sc3cccc(F)c3n2C)cc1	3	-0.1	3	-0.3
N#CC1=c2/c(=C/c3ccsc3)c(N)c(C#N)n2C(=O)C(c2ccsc2)S1 (stereo not given)	9	-0.2	11	0.8
COc1ccccc1NC(=O)c1ccccc1NS(C)(=O)=O	-1	2.2	2	0.0
CC1(NS(=O)(=O)c2ccccc2)CCS(=O)(=O)C1 (stereo not given)	3	-0.8	-8	-0.1
CCOC(=O)c1cccc(NC(=O)C(CC)CC)c1	12	1.3	5	0.1
c1ccc(Oc2nc(NC3CC3)c3ncn(-c4ccsc4)c3n2)cc1	88*	6.6*	-9	-0.2
O=C(CCN1C(=O)c2ccccc2S1(=O)=O)Nc1ccc(F)cc1F	-2	-0.1	-14	-0.3
Cc1ccc(S(=O)(=O)Nc2cnc3ccccc3c2)cc1	9	1.0	11	0.1
Cc1cc(C)cc(N=C2NC(=O)/C(=C/c3cccc([N+](=O)[O-])c3)S2)c1	8	-1.2	16	0.7
O=C(CNC(=O)c1ccc(Cl)cc1Cl)NCC(=O)Nc1ccccc1F	3	2.0	1	-0.1
CCCCCN1C(=O)N(c2ccc(C)cc2)C(N(O)C(=O)Nc2ccc(C)cc2)C1(C)C (stereo not given)	-3	0.6	-1	0.0
COc1ccc(Cl)cc1N(CC(=O)Nc1ccc(F)c(Cl)c1)S(C)(=O)=O	1	1.1	13	0.1
N#C/C(=C\Nc1ccc2c(c1)OCO2)c1nc(-c2ccc([N+](=O)[O-])cc2)cs1	-11	-1.4	-4	0.0
COc1ccc(-c2noc(CN(C(=O)c3ccc(Br)o3)C(C)C)n2)cc1	-9	0.0	4	-0.3
O=C(O)c1ccccc1C(=O)N1CC=C(c2ccccc2)CC1	3	0.0	7	0.0
O=c1c2ccc(Cl)cc2nc2n1CC/C2=C\c1ccc(O)cc1	-3	2.2	5	0.2
COc1ccc2c(c1)C(=O)CCC2c1ccccc1 (stereo not given)	-2	-1.0	3	0.0
Cc1cc(OCC(O)CN2CCN(c3ccccn3)CC2)ccc1Cl (stereo not given)	9	-0.6	11	0.6

Screening results: PubChem BioAssay, The Scripps Research Institute Molecular Screening Center

No enrichment for hits, and some 3.4% of all compounds hit somewhere here.
